# Screens as filed in PubChem.
# D1 ag – human D1 receptor agonism | 1% of 360,000 active | HEK293 T-REx D1 cells, calcium flux, agonist mode | AID 504660 | activation, % at 2 µM; note: 0% is about no effect
# Target sequence (P21728 whole entry, looked up): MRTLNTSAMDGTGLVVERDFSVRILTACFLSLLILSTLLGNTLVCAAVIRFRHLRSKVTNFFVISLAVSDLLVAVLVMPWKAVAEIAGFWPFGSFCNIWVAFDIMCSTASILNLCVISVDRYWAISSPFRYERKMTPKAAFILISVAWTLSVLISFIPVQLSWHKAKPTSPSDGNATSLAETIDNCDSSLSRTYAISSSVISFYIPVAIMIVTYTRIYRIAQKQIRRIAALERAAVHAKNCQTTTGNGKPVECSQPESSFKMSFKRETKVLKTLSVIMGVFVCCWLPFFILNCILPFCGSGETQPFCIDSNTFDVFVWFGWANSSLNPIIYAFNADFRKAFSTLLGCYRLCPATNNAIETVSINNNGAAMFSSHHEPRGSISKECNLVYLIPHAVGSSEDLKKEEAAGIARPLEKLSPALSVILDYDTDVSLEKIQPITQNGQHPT
#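 Agonism was scored from calcium flux recorded over 180 s (1 read/s) after pintool compound addition, following a 10-cycle baseline. Cells were inducible force-coupled HEK293 TREx D1, plated overnight at 30 C and loaded with no-wash calcium dye.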
# D2 agonist – activates the human D2 dopamine receptor; 0.53% of 340,000 active; HEK293 T-REx D2 cells, calcium flux agonist mode; activation, % at 2 µM;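 active = activation over 3 SD above normal in the single-dose calcium agonist read, cut at about 30% in these data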; note: 0% is about no effect
#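 Calcium-flux readout, 1 cycle/sec over 180 s following compound pin transfer, in inducible HEK293 Trex D2 cells (force-coupled); dopamine controls included. Positive calcium responses during this window marked compounds as potential agonists.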
# RXFP1 antag – blocks the human relaxin receptor RXFP1; activity change, negative = inhibition, % at 57.5 µM; 0.59% of 350,000 active; AID 1259400; HEK293-RXFP1, relaxin-stimulated cAMP HTRF, 30 min; active compounds read low; Q9HBX9;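 active = activity change of -60% or lower, but not beyond a set lower limit; inconclusive = change between -60% and -40%, or beyond the set limit; inactive = change above -40%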; note: % is set by controls: 0 for no effect and ±100 for the full control effect
# TRHR enhancer – allosterically enhances the human TRH receptor | TRHR cells, fluo-8 calcium fluorescence, EC20 TRH enhancement | 0.66% of 360,000 active | enhancement, % at 2 µM | P34981; in the data active = enhancement above about 30%; note: 0% is about no effect
# Target sequence (P34981 whole entry, looked up): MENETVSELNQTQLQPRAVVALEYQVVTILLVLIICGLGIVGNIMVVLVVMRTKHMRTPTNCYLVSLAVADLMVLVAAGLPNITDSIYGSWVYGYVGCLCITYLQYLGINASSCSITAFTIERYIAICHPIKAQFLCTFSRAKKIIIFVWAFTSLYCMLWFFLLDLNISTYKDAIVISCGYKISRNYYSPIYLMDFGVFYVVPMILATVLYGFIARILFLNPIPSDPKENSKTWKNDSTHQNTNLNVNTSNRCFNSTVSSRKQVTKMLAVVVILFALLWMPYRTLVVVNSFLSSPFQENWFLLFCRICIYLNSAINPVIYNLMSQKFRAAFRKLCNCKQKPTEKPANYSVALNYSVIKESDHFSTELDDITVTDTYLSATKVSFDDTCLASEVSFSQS
#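 TRHR-expressing cells loaded with fluo-8 calcium dye were read kinetically (ex 480/em 530) during compound addition, then stimulated with an EC20 of TRH (10 nM final). Enhancement of the Gq-mediated intracellular calcium response was scored.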
# D2 potentiator – positively modulates the human D2 dopamine receptor allosterically | AID 485347 | HEK293 T-REx D2, calcium flux, EC20 dopamine potentiation | P14416 | 0.34% of 340,000 active | potentiation, % at 10 µM;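 active = potentiation over 3 SD above the plate norm, cut at about 30% in these data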; note: 0% is about no effect
#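 Tetracycline-induced HEK293 T-REx cells force-coupled to calcium signalling expressed D2; compounds were pin-added after a 10 s baseline, read kinetically 180 s, then an EC20 dopamine challenge followed with a further 180 s calcium read.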
# D2 antagonist – D2 dopamine receptor (human) antagonism; P14416; HEK293 TREx D2 cells, calcium flux, dopamine EC80; inhibition, % at 10 µM; 2% of 340,000 active; AID 485344; in the data active = inhibition above about 30%; note: 0% is about no effect
#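 Read-out: kinetic calcium fluorescence (1 cycle/s) in inducible HEK293 T-REx D2 cells after an EC80 dopamine addition that followed 180 s compound preincubation. Loss of the dopamine response indicates antagonism.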
# D1 antagonist – blocks dopamine activation of the human D1 receptor; 3.2% of 360,000 active; activity change, negative = inhibition, % at 10 µM; AID 504652; HEK293 TREx D1 cells, calcium flux, dopamine EC80; active compounds read low; in the data active = activity change below about -30%; note: % is set by controls: 0 for no effect and ±100 for the full control effect
#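 Compound effects on dopamine-evoked calcium signalling were measured in tetracycline-induced HEK293 Trex D1 cells. Dopamine at EC80 followed a 180 s compound pre-read, and fluorescence was tracked kinetically for 180 s more.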
# D1 potentiator – enhances dopamine response at the human D1 receptor. potentiation, % at 10 µM. 0.036% of 360,000 active. HEK293 TREx D1 cells, calcium flux, dopamine EC20 potentiation. AID 504651; in the data active = potentiation above about 30%; note: 0% is about no effect
# TRHR agonist – agonists of human TRH receptor | P34981 | TRHR cells, calcium flux fluo-8, FDSS agonist mode | activation, % at 2 µM | 0.18% of 360,000 active | AID 493084; note: 0% is about no effect
#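 TRHR-expressing cells loaded with fluo-8 calcium dye; 23 nL library compound pin-transferred, kinetic FDSS fluorescence (Ex 480/Em 530) recorded about 180 s for agonist-induced calcium release, before a 10 nM TRH EC20 addition for potentiator mode.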
# An asterisk follows results filed as active; ? = inconclusive; . = no result given; & = joins results of further samples. Cut-off read from the data, not from the text of the source, unless noted: active = activation above about 30%; inactive = the rest.
[1] O=[N+]([O-])c1ccc(Cl)c(/C=N/n2c(C3CCCCC3)n[nH]c2=S)c1
[2] Cc1cc(NC(=O)CSc2nnc(NC(=O)C3CC(=O)N(c4ccccc4C)C3)s2)no1 (stereo not drawn)
[3] COc1ccc(NC(=O)Cn2c(=O)n(CC3CCCO3)c(=O)c3ccccc32)c(OC)c1 (stereo not drawn)
[4] COc1ccc(NC(=O)CNC(c2ccccc2)c2ccccc2)cc1
[5] COc1ccc(C2CC(c3cccs3)=NN2C(=O)CSc2nncn2C)cc1OC (stereo not drawn)
[6] CC(C)c1ccc(OCC(=O)NN2C(=O)c3ccccc3C2=O)c(Br)c1
[7] CC(=O)c1cc2c(cc1N/C(=N/S(=O)(=O)c1ccc(Cl)cc1)c1ccc(F)cc1)OCO2
[8] COc1ccc(CNCc2c(O)c(Cl)cc3c(C)c(C)c(=O)oc23)c(OC)c1

screen / no.	1	2	3	4	5	6	7	8
D1 ag	1	2	3&-1	1	5	3	3	3
D2 agonist	-1.7	0.3	-0.3	0.7	.	-1.6	1.0	-0.2
RXFP1 antag	3	-12	4	-13	-5	-7	-6	-3
TRHR enhancer	9	0	-1&16	-2	-7	22	1	4
D2 potentiator	15	7	6&-1	2	.	6	3	1
D2 antagonist	5	-10	-14	-2	.	4	.	-8
D1 antagonist	-14	9	-1&-2	-20	2	-4	5	-8
D1 potentiator	-7	10	-1&1	-3	-3	4	0	-5
TRHR agonist	-0.2	0.0	-0.2&0.5	-0.2	0.6	0.3	0.0	0.3

[9] CC(=O)c1ccc(OCCCC(=O)NC2CCCCC2C)cc1 (stereo not drawn)
[10] CSc1ccccc1C(=O)NC1CCCc2ccccc21 (stereo not drawn)
[11] COc1ccc(N(CC(=O)N2CCC(C)CC2)S(=O)(=O)c2c(C)nn(C)c2C)cc1
[12] C=CCc1cc(C=O)cc(OC)c1OCc1ccc(Cl)cc1
[13] CCCn1c(N)c(N(CCOC)C(=O)Cc2ccc(S(=O)(=O)N3CCOCC3)s2)c(=O)[nH]c1=O
[14] C=CCCCCCCCCC(=O)Nc1ncccn1
[15] CC/C(=N/Nc1ccccc1C)c1cnnc(SC)n1
[16] Cc1onc(-c2c(F)cccc2Cl)c1C(=O)OCC(=O)NC(=O)NCC(C)C

screen / no.	9	10	11	12	13	14	15	16
D1 ag	1	0	1	6	8	1	3	5
D2 agonist	0.9	.	1.0	0.4	-0.5	0.5	-2.3	0.5
RXFP1 antag	8	-6	4	-20	.	3	.	-18
TRHR enhancer	-6	-11	1	-8	-6	3	-5	2
D2 potentiator	2	.	3	-6	-19	16	-3	0
D2 antagonist	4	.	-6	-29	-3	1	8	-14
D1 antagonist	9	-16	14	-1	-18	4	4	24
D1 potentiator	-3	-6	2	-11	1	-5	-3	-3
TRHR agonist	0.1	-1.1	-0.2	0.3	2.6	0.0	0.1	-0.7

[17] Cc1cc2cc(CN(Cc3cccs3)Cc3nnnn3CC3CCCO3)c(=O)[nH]c2cc1C (stereo not drawn)
[18] CC1CN(CCn2cnc3c(N)ncnc32)CC(C)O1 (stereo not drawn)
[19] Cc1nnc(SCC(=O)Nc2ccccc2)c2ccccc12
[20] CCn1c(SCC(=O)Nc2nc(C)c(C)s2)nnc1-c1ccco1
[21] C/C(Cn1nc([N+](=O)[O-])cc1C)=N\NC(=O)c1cccc(Br)c1
[22] CCOC(=O)c1cc2c(=O)n3ccccc3nc2n(CC2CCCO2)c1=NC(=O)c1ccccc1OCC (stereo not drawn)
[23] COCCNC(=O)C(OC(=O)CC1Sc2ccccc2NC1=O)c1ccccc1 (stereo not drawn)
[24] CCOc1cc(CNS(=O)(=O)c2ccc3c(c2)C(C)(C)C(=O)N3)cc(OCC)c1OCC

screen / no.	17	18	19	20	21	22	23	24
D1 ag	1	2	3	4	2	-1	2	1
D2 agonist	0.7	0.2	-2.2	0.4	-0.1	0.3	-0.2	0.5
RXFP1 antag	-2	-12	-5	-2	-3	.	-9	-16
TRHR enhancer	1	-1	7	-7	0	2	2	7
D2 potentiator	-2	5	8	-7	-9	0	3	4
D2 antagonist	-5	46*	-7	9	0	.	-20	.
D1 antagonist	12	-18	11	0	-6	-18	1	-5
D1 potentiator	-7	-4	-3	-1	5	1	1	-1
TRHR agonist	-0.8	1.0	-1.0	-0.7	0.0	-0.1	1.1	0.2

# Profiles, looked up by structure:
# C/C(Cn1nc([N+](=O)[O-])cc1C)=N\NC(=O)c1cccc(Br)c1 is entered as D1 ag: 2; D2 agonist: -0.1; RXFP1 antag: -3; TRHR enhancer: 0; D2 potentiator: -9; D2 antagonist: 0; D1 antagonist: -6; D1 potentiator: 5; TRHR agonist: 0.0
# CCOC(=O)c1cc2c(=O)n3ccccc3nc2n(CC2CCCO2)c1=NC(=O)c1ccccc1OCC (stereo not drawn) is entered as D1 ag: -1; D2 agonist: 0.3; RXFP1 antag: .; TRHR enhancer: 2; D2 potentiator: 0; D2 antagonist: .; D1 antagonist: -18; D1 potentiator: 1; TRHR agonist: -0.1

# Next section:
[25] COc1ccc(NC(=O)C(c2cc3c(cc2[N+](=O)[O-])OCO3)N(C)C)cc1 (stereo not drawn)
[26] CCOc1ccc2c(c1)c1nc3ccccc3nc1n2C
[27] c1ccc(CNc2ccc3ccccc3n2)nc1
[28] Cc1cc(-c2ccc(C(C)C)c(S(=O)(=O)N3CCOc4ccccc43)c2)on1
[29] O=C(Nc1ccc(-c2nc3cc(NC(=O)c4ccc(F)cc4)ccc3o2)cc1)c1ccc(F)cc1
[30] Clc1ccc(OCCOCCOc2cccc3cccnc23)c(Br)c1
[31] CC(C)(C)c1ccc(C(=O)NCC(=O)N2CCNC(=O)C2)cc1
[32] N=c1sccn1CC(=O)Nc1cccc(S(=O)(=O)N2CCCCCC2)c1

screen / no.	25	26	27	28	29	30	31	32
D1 ag	2	4	3	6	1	9	4	4
D2 agonist	0.4	-1.0	0.0	-0.2	-0.4	5.9	0.7	4.8
RXFP1 antag	6	3	2	1	-3	-8	-19	6
TRHR enhancer	7	-3	14	-2	3	4	-3	0
D2 potentiator	0	10	-18	17	15	-13	7	1
D2 antagonist	-18	0	-7	7	.	16	8	-6
D1 antagonist	-4	-4	-13	23	-8	1	0	-5
D1 potentiator	-1	3	-3	2	-4	-5	-8	-1
TRHR agonist	0.1	1.3	-0.1	2.6	0.2	0.9	-0.7	0.1

[33] O=C(CCN1C(=O)C2CC=CCC2C1=O)Nc1cc(C(F)(F)F)ccc1N1CCCC1 (stereo not drawn)
[34] COCCN(CC1CCCN(C2Cc3ccccc3C2)C1)C(=O)CSC (stereo not drawn)
[35] COc1cc(CNC2CCCCCCC2)ccc1OCC(N)=O
[36] Clc1ccc(OCc2nc(-c3ccncc3)no2)c(Br)c1
[37] Nc1nc(SCC(=O)Nc2ccc([N+](=O)[O-])cc2)[nH]c(=O)c1NC(=O)c1ccc(Br)cc1
[38] CCN(C(=O)c1ccc(Br)o1)C1CCS(=O)(=O)C1 (stereo not drawn)
[39] Cc1cc(C)c(OCCOCCN(C)C)c(Br)c1
[40] COc1ccc(CCNC(=O)CN(C)S(=O)(=O)c2ccc3nc(C)sc3c2)cc1OC

screen / no.	33	34	35	36	37	38	39	40
D1 ag	5	3	1	3	6	-1	8	-1
D2 agonist	1.9	-0.7	-0.2	-1.9	-0.7	-0.6	-0.3	0.2
RXFP1 antag	-13	-2	18	.	-22	-9	-8	?
TRHR enhancer	-3	-5	5	-1	-2	3	-1	-7
D2 potentiator	16	1	-3	1	-4	20	-14	13
D2 antagonist	-28	-22	2	7	13	-6	-11	5
D1 antagonist	1	3	-8	0	5	9	4	-1
D1 potentiator	2	-6	4	0	0	1	-4	-9
TRHR agonist	-0.4	-0.2	1.5	0.0	-0.2	-0.1	-0.1	-0.3

[41] O=C(CCC1N=C2c3ccccc3N=C(SCC(=O)NCC3CCCO3)N2C1=O)NCc1ccc(F)cc1 (stereo not drawn)
[42] CNCC[C@H](Oc1cccc2ccccc12)c1cccs1
[43] O=C(COC(=O)COc1ccc(Cl)cc1Br)NCCC1=CCCCC1
[44] O=C(Cn1c(=O)sc2ccccc21)NCCOc1ccccc1F
[45] Cc1ccc(C)c(N2CCN(C(=O)C3CCC(CNS(=O)(=O)c4cccs4)CC3)CC2)c1 (stereo not drawn)
[46] CC(C)c1cccc(C(C)C)c1NC(=O)Cn1c(=O)cnc2ccccc21
[47] CC(=O)c1cccc(NC(=O)COc2ccccc2C(=O)c2cc(C#N)c(=O)n(C3CCCCC3)c2)c1

screen / no.	41	42	43	44	45	46	47
D1 ag	2	61*	5	0	4	0	1
D2 agonist	-0.2	.	0.2	-0.4	-0.1	-0.8	2.1
RXFP1 antag	-69*	?	-2	7	-13	14	18
TRHR enhancer	4	9	4	-2	-3	-1	2
D2 potentiator	6	.	14	-6	1	7	12
D2 antagonist	-11	.	-2	14	.	18	-2
D1 antagonist	9	-27	-22	-16	16	1	3
D1 potentiator	-6	-1	-4	-4	-2	1	-3
TRHR agonist	0.1	4.7	0.9	0.2	0.3	-0.7	0.1

# Gathered by group: the entries above with an aryl methoxy group.
[3] COc1ccc(NC(=O)Cn2c(=O)n(CC3CCCO3)c(=O)c3ccccc32)c(OC)c1 (stereo not drawn)
[4] COc1ccc(NC(=O)CNC(c2ccccc2)c2ccccc2)cc1
[5] COc1ccc(C2CC(c3cccs3)=NN2C(=O)CSc2nncn2C)cc1OC (stereo not drawn)
[8] COc1ccc(CNCc2c(O)c(Cl)cc3c(C)c(C)c(=O)oc23)c(OC)c1
[11] COc1ccc(N(CC(=O)N2CCC(C)CC2)S(=O)(=O)c2c(C)nn(C)c2C)cc1
[12] C=CCc1cc(C=O)cc(OC)c1OCc1ccc(Cl)cc1
[25] COc1ccc(NC(=O)C(c2cc3c(cc2[N+](=O)[O-])OCO3)N(C)C)cc1 (stereo not drawn)
[35] COc1cc(CNC2CCCCCCC2)ccc1OCC(N)=O
[40] COc1ccc(CCNC(=O)CN(C)S(=O)(=O)c2ccc3nc(C)sc3c2)cc1OC

screen / no.	3	4	5	8	11	12	25	35	40
D1 ag	3&-1	1	5	3	1	6	2	1	-1
D2 agonist	-0.3	0.7	.	-0.2	1.0	0.4	0.4	-0.2	0.2
RXFP1 antag	4	-13	-5	-3	4	-20	6	18	?
TRHR enhancer	-1&16	-2	-7	4	1	-8	7	5	-7
D2 potentiator	6&-1	2	.	1	3	-6	0	-3	13
D2 antagonist	-14	-2	.	-8	-6	-29	-18	2	5
D1 antagonist	-1&-2	-20	2	-8	14	-1	-4	-8	-1
D1 potentiator	-1&1	-3	-3	-5	2	-11	-1	4	-9
TRHR agonist	-0.2&0.5	-0.2	0.6	0.3	-0.2	0.3	0.1	1.5	-0.3
